From PubChem BioAssay
ALOX12 inh = blocks human arachidonate 12S-lipoxygenase; P18054; purified 12hLO, xylenol orange hydroperoxide absorbance; Potency, µM (titrated, usually from 108 µM), without a hit: top-dose activity change, negative = inhibition, most hits filed as inhibitors; 580,000 compounds, 1.1% hits; note: potency is the fitted concentration of half-maximal effect; % is set by controls: 0 for no effect and ±100 for the full control effect
Target sequence (P18054 whole entry, looked up): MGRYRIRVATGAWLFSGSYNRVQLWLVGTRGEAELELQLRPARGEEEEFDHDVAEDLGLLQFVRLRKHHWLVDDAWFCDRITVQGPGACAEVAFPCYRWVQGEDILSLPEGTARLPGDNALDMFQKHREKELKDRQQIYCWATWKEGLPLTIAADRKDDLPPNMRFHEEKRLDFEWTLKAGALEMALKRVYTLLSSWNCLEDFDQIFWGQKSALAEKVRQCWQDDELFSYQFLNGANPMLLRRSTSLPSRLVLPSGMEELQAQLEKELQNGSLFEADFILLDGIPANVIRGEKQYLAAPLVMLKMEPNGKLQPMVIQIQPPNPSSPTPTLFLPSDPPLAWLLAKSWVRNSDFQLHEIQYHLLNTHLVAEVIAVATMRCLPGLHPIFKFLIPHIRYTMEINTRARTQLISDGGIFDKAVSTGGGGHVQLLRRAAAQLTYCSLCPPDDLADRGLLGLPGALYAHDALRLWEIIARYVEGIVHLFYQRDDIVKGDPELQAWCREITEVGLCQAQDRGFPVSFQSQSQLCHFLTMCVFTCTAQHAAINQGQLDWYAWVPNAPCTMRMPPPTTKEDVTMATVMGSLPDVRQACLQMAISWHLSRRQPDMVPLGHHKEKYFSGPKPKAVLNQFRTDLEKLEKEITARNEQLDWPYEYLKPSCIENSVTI
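Hydroperoxide product was detected by ferrous iron/xylenol orange as the 573 to 405 nm absorbance ratio. Arachidonic acid at 40 uM (final) was turned over for 30 min at room temperature by 150 nM human 12hLO, pH 7.0 Hepes buffer, after 15 min compound preincubation.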
APE1 inh = blocks human APE1 abasic DNA cleavage. recombinant APE1, TAMRA/BHQ-2 abasic DNA cleavage fluorescence. Potency, µM (top dose mostly 65.8 µM), inactives show at the highest dose activity change, negative = inhibition, actives largely listed as inhibitors. 350,000 compounds, 0.35% hits. AID 2517;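 note: potency is the fitted concentration of half-maximal effect; plate controls were vehicle for no effect and reference inhibitor for full effect; nearly all actives have a fitted effect of over 55% in size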
Target sequence (P27695 whole entry, looked up): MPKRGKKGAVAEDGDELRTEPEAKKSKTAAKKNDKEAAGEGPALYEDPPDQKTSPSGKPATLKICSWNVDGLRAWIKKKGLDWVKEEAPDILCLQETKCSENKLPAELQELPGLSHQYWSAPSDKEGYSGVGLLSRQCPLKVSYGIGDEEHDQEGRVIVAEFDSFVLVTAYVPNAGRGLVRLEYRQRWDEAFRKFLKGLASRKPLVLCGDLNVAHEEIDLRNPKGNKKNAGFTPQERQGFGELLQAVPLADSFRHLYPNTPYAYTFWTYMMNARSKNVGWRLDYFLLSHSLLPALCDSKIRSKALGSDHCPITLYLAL
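APE1 at 0.75 nM preincubated 15 min at room temperature with compound. Reaction then started with 50 nM double-stranded THF-abasic substrate labelled with TAMRA/BHQ-2, and 525/598 nm fluorescence read kinetically. Activity taken as third-minus-first read difference, normalized to DMSO and NSC13755 controls.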
BLM inh = inhibitors of human Bloom syndrome helicase BLM; P54132; recombinant BLM DNA unwinding, fluorescence dequenching; Potency, µM (series often up to 56.1 µM), without a hit: at the highest dose activity change, negative = inhibition, usual class: inhibitors; 350,000 compounds, 0.2% hits; AID 2528;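 note: potency is the fitted concentration of half-maximal effect; plate controls were vehicle for no effect and no enzyme for full effect; nearly all actives have a fitted effect of over 35% in size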
POLK inh = inhibitors of human DNA polymerase kappa; Q9UBT6; purified Pol kappa, fluorescent DNA synthesis assay, 10 min; Potency, µM (top dose mostly 107 µM), inactives show at the top dose activity, negative = inhibition, most hits filed as inhibitors; 400,000 compounds, 0.53% hits; AID 588579; note: potency is the fitted concentration of half-maximal effect; % is set by controls: 0 for no effect and ±100 for the full control effect
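First, compounds were pin-transferred onto 10 nM Pol kappa. After 15 min at room temperature, substrate was added to 50 nM final. Fluorescence was then measured kinetically at 0 and 10 min.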
Pol iota inh = inhibitors of human DNA polymerase iota; Q9UNA4; Pol iota fluorescent replication assay, 10 min; Potency, µM (doses to about 115 µM), without a hit: at the highest dose activity, negative = inhibition, hits mostly inhibitors; 390,000 compounds, 1% hits; AID 588590; note: potency is the fitted concentration of half-maximal effect
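Fluorescent replication assay read twice, at 0 min and 10 min after adding 50 nM (final) substrate. Enzyme (10 nM) and compounds were first incubated 15 min at room temperature; enzyme-free buffer wells were negative controls.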
Apoferritin bind = binds horse apoferritin like a general anesthetic; 350,000 compounds, 0.074% hits; AID 485281; Potency, µM (doses to about 77.5 µM), inactives show at the highest dose activity change, negative = displacement, hits mostly inhibitors; P02791; apoferritin/1-aminoanthracene competitive binding, fluorescence; note: potency is the fitted concentration of half-maximal effect; % is set by controls: 0 for no effect and ±100 for the full control effect; nearly all actives have a fitted effect of over 20% in size
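Apoferritin-based anesthetic binding model; compound displacement of fluorescent 1-AMA measured as endpoint fluorescence after 10 minutes at room temperature, scaled to free-ligand and complex controls.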
ERG-DNA inh = blocks human ERG Ets domain binding to DNA; P11308; fluorescence polarization, His-ERG Ets domain / labelled DNA; Potency, µM (series often up to 76.9 µM), for the others: top-dose FP activity, negative = inhibition, most hits filed as inhibitors; 370,000 compounds, 0.028% hits; active = well fitted inhibition curve with a large enough effect in the polarisation, with a control signal flat; inconclusive = small, poorly fitted or top-dose-only effect, or effect the other way, or a change in a side signal; inactive = no such curve, though single readings can be large or run the other way; the % refers to the polarisation;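 note: polarization taken with two DNA probes labelled with fluorescein and Texas red; potency is the fitted concentration of half-maximal effect; % of control where 0% means no effect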
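His-tagged ERG Ets domain (1 uM in the protein solution; 300mM KCl, 50mM Tris-HCl, 1mM EDTA, 1mM DTT, pH 7.5) received compound, then a probe mix of 5 nM fluorescein-DNA and 100nM Texas-615-DNA. Fluorescence polarization was read for both dyes.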
TRHR ag = TRH receptor (human) agonism; P34981; AID 493084; 360,000 compounds, 0.18% hits; TRHR cells, calcium flux fluo-8, FDSS agonist mode; activation, % at 2 µM; in the data active = activation above about 30%; note: 0% is about no effect
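Fluo-8-loaded TRHR cells; 10 s baseline, compound added, kinetic Ca2+ fluorescence read 1/s, agonist mode.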
Pol beta inh = blocks human DNA polymerase beta activity; P06746; Pol beta primer extension/strand displacement, fluorescence kinetic; Potency, µM (series often up to 114 µM), inactives show top-dose activity change, negative = inhibition, usual class: inhibitors; 340,000 compounds, 1.3% hits; AID 485314; note: potency is the fitted concentration of half-maximal effect; % is set by controls: 0 for no effect and ±100 for the full control effect
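Homogeneous kinetic assay of primer extension and strand displacement by 10 nM Pol beta, preincubated 15 min at room temperature with compound before 50 nM substrate (final) was added. Read at 0 and 10 min; four-parameter Hill fit.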
An asterisk follows results filed as active; ? = inconclusive; nt = no result given; & = joins results of further samples; [ ] = remark or other dose. Unless noted, calls come from the whole dose curve; as a rule, active = well fitted curve in the direction sought with a large enough effect; inconclusive = small, poorly fitted or top-dose-only effect, or another doubt; inactive = no such curve, though single readings can be large; an effect the other way counts as inactive or inconclusive. The list is partial, so the mix of outcomes need not match the whole.

SMILES | ALOX12 inh | APE1 inh | BLM inh | POLK inh | Pol iota inh | Apoferritin bind | ERG-DNA inh | TRHR ag | Pol beta inh
Cn1cnnc1Sc1cc(N2CCN(S(=O)(=O)c3ccc(Cl)c(Cl)c3)CC2)ccc1[N+](=O)[O-] | -6% | -6% | 2% | -1% | 9% | -11% | -4% | -0.3 | -9%
Cc1cc2c(=O)n(C)c(SCC(=O)c3cc4ccccc4o3)nc2s1 | -19% | -3% | 0% | -4% | 26% | 24% | nt | 0.2 | -11%
CSc1ccccc1NC(=O)CN1CC(C)OC(C)C1 (centres undefined) | 1% | -4% | -5% | -7% | 23% | 1% | -7% | 0.0 | 9%
CC(C)OC(=O)c1nnc(-c2ccccc2)nc1OC(C)C | 0% | -4% | 1% | -1% | 6% | -13% | -14% | -0.3 | -4%
Cc1ccccc1OCc1nc2ccccc2n1Cc1ccccc1Cl | -10% | nt | -11% | 7% | 21% | 57%[activator] | -13% | 1.3 | 31%
CC(C)N(C(=O)CN1CCN(S(=O)(=O)c2ccc(Br)s2)CC1)C(C)C | 144%[activator] | 8% | nt | 3% | 5% | nt | -8%[15.4 µM] | -0.1 | nt
CC1CN(C(=O)c2ccccc2)c2ccccc2NC1=O (centres undefined) | -15% | 9% | 2% | -15% | 1% | -5% | -2% | -0.4 | 21%
O=C(O)/C=C/C(=O)OC1CC2CCC1C2 (centres undefined) | 3% | -4% | 0% | 2% | 28% | 7% | 1% | -0.1 | -11%
Cc1cccc(NC2=C(Cl)C(=O)OC2NC(=O)c2ccccc2)c1 (centres undefined) | 0% | 9% | 1% | -6% | 22% | -11% | -8% | 0.3 | -2%
COc1ccccc1N(CC(=O)NCCc1ccccc1)S(C)(=O)=O | 13% | -1% | -8% | 10% | 16% | -9% | 8% | -0.3 | 32%
O=C(NCCCN1CCOCC1)C1CC(=O)N(CCc2ccccc2)C1 (centres undefined) | -2% | 6% | -5% | -7% | 18% | 1% | -11% | -0.9 | 14%
Cc1ccc(NC(=O)C2CCCN(S(=O)(=O)c3cnc[nH]3)C2)cc1F (centres undefined) | -17% | -2% | -1% | -18% | -31% | -6% | 14% | 0.3 | -26%
C=CCOc1ccc(C2c3c(oc4ccc(C)cc4c3=O)C(=O)N2CCCN2CCOCC2)cc1 (centres undefined) | ? | nt | -2% | -40% | ? | -17% | 4% | 1.3 | -21%
O=C(Nc1ccccn1)Nc1ccccc1[N+](=O)[O-] | 0% | -15% | -6% | 9% | 44%[activator] | -11% | 16% | 0.4 | 39%
CN=C1c2cc3cc(OC)ccc3n2CCN1C | 0% | 0% | 5% | -5% | -9% | -2% | -12% | 0.2 | -7%

Two entries drawn at random from those above, as already listed:
SMILES | ALOX12 inh | APE1 inh | BLM inh | POLK inh | Pol iota inh | Apoferritin bind | ERG-DNA inh | TRHR ag | Pol beta inh
O=C(NCCCN1CCOCC1)C1CC(=O)N(CCc2ccccc2)C1 (centres undefined) | -2% | 6% | -5% | -7% | 18% | 1% | -11% | -0.9 | 14%
CC(C)N(C(=O)CN1CCN(S(=O)(=O)c2ccc(Br)s2)CC1)C(C)C | 144%[activator] | 8% | nt | 3% | 5% | nt | -8%[15.4 µM] | -0.1 | nt

Next section
SMILES | ALOX12 inh | APE1 inh | BLM inh | POLK inh | Pol iota inh | Apoferritin bind | ERG-DNA inh | TRHR ag | Pol beta inh
COc1cccc(/C=C2\SC(=S)N(CCCC(=O)N3CCCCC3CCO)C2=O)c1 (centres undefined) | 0% | -9% | -3% | -5% | 33% | ? | 17% | 0.0 | -2%
Cc1ccc(-c2[nH]ncc2/C=C(\C#N)C(=O)NC2CCCCC2)cc1 | -16% | ? | -7% | -11% | 11% | ? | 10% | 0.0 | 4%
COc1ccc(CNS(=O)(=O)c2c(C)[nH]c(C)c2C(=O)N2CCCCC2)cc1 | 51%[activator] | -4% | 1% | 3% | -3% | 6% | -13% | 0.1 | -8%
CCCCCCCNC1=CC(=O)CC(c2ccco2)C1 (centres undefined) | ? | ? | -17% | -25% | ? | -16% | 4% | -0.3 | 11µM*
Cc1ccc(NC(=O)CSc2cccc[n+]2[O-])c([N+](=O)[O-])c1 | 0% | -4% | -1% | 2% | 137%[activator] | -3% | -2% | 0.5 | -5%
COc1ccc(NC(=O)CSc2nnc(CC(=O)Nc3ccc(F)cc3)n2C)cc1 | 8% | 10% | -2% | 3% | 109%[activator] | 0% | 13% | 0.0 | 37%
Cc1c(-c2nc(N)nc(Nc3ccc(F)cc3)n2)oc2ccccc12 | 0% | 22% | -14% | 6% | 14% | -6% | 1% | 0.2 | 0%
O=C(COC(=O)c1ccc(Cl)cc1Cl)Nc1cccc(S(=O)(=O)NC2=NCCC2)c1 | -36% | -6% | nt | -7% | -18% | nt | 12% | 0.2 | nt
Cc1cccc(-c2nc(SCc3ccc(Br)cc3)n3[nH]c(=O)cc3n2)c1 | -27% | nt | -3% | -7% | -7% | 2% | 1% | -0.7 | -25%
CN(Cc1ccccc1)C(=O)CCCn1c(=O)c2cccn2c2cccnc21 | -31% | 13% | 0% | -7% | 1% | -10% | 1% | 0.7 | 20%
CC(=O)Nc1ccc(-c2cc(C(=O)O)c3c(-c4ccccc4)[nH]nc3n2)cc1 | -24% | nt | 0% | 12% | 12% | 5% | -2% | 0.4 | 2%
CNC(=O)CN(c1ccc(C23CC4CC(CC(C4)C2)C3)cc1)S(C)(=O)=O | -4% | -4% | -8% | -1% | 30%[activator] | ? | 10% | 0.4 | -21%
O=C(Cn1c(=O)c(C(F)(F)F)nc2ccccc21)Nc1cccc(Br)c1 | -25% | nt | 2% | 3% | 2% | -4% | 1% | 1.3 | 1%
COc1ccccc1NC1=C(Cl)C(=O)OC1OC(=O)c1ccco1 (centres undefined) | -9% | 5% | -11% | -17% | 19% | -8% | 1% | -0.2 | 9%
COc1ccc(C=NNC(=O)c2ccccc2NS(=O)(=O)c2cccs2)cc1O | 205%[activator] | 4% | nt | -10% | 6% | nt | nt | nt | nt
CCN(CCn1cccn1)C(=O)CCc1nnc(CCc2ccccc2OC)o1 | -3% | 1% | -2% | -10% | -9% | -4% | 4% | -1.0 | 6%
Cc1ccc(OCc2nc(-c3ccccn3)no2)c(Br)c1 | -6% | -9% | -5% | -6% | ? | ? | -2% | 0.1 | -6%
CCn1ccnc1CN(C)C(=O)CC1C(=O)NCCN1Cc1c(F)cccc1Cl (centres undefined) | 23% | -3% | 0% | 8% | 5% | -7% | -4% | -1.0 | 81%
CCOc1ccc(-n2ccn3c(CC(C)CC(=O)O)nnc3c2=O)cc1 (centres undefined) | -9% | nt | -2% | 2% | -14% | -2% | -4% | 0.2 | 1%
O=c1c2cc([N+](=O)[O-])ccc2nc2n1CCC2 | 0% | 32% | 1% | 6% | 168%[activator] | -5% | -18% | -0.1 | 29%
O=C1CCN(Cc2nc(-c3ccc(Cl)cc3)no2)CCN1 | -3% | -1% | 0% | 1% | 18% | -5% | 1% | 1.2 | -1%
Nc1c(NCc2ccccc2)c(=O)c1=O | 170%[activator] | 2% | -1% | -4% | -32% | -9% | -1% | 0.4 | 47%
Cc1cc(C(=O)COC(=O)c2ccc[nH]c2=O)c(C)n1C1CC1 | -28% | 4% | -4% | -3% | 115%[activator] | -12% | -2% | -0.4 | 6%
CCc1ccc(N2CC(C(=O)Nc3ccc(S(=O)(=O)Nc4nccs4)cc3)CC2=O)cc1 (centres undefined) | -19% | 40% | -6% | -19% | 8% | -8% | 5% | -0.2 | -27%
O=C(CSc1nc2ccccc2c(=O)n1CCCO)NC1CC1 | -1% | 24% | nt | -1% | 10% | nt | 7% | -0.2 | nt
CCCC(=O)N/C(N)=N/c1nc(C)c2ccccc2n1 | 28%&48% | -1% | -3% | -1% | 26% | -10% | 31%[activator] | -0.8 | -10%
Cc1ccc(-c2cc(C(=O)Nc3nccs3)c3ccccc3n2)o1 | 1.4µM* | ? | -21% | -6% | ? | -2% | 2% | 0.6 | 25µM*
CCc1ccc(NC(=O)C2(C)Cc3ccccc3C(=O)O2)cc1 (centres undefined) | -8% | 0% | -4% | -12% | 52%[activator] | ? | 15% | -0.4 | 25%
O=C(Nc1ccc(S(=O)(=O)Nc2ncccn2)cc1)C12CC3CC(CC(Cl)(C3)C1)C2 | -5% | 21% | nt | ? | ? | nt | 12% | nt | nt
O=C(C[n+]1cc(Br)cc2ccccc21)c1ccccc1 | ? | 43% | -6% | 4% | -22% | -20% | 3% | 13 | -3%
FC(F)Oc1ccc(/C=N/N2CCCCC2)c(OC(F)F)c1 | nt | 18% | -5% | nt | nt | -16% | nt | 0.4 | 19%
C=CCN1C(=NC(=O)CCC(=O)O)SC2CS(=O)(=O)CC21 (centres undefined) | 127%[activator] | 5% | 1% | -3% | 13% | -4% | -7% | 0.3 | 3%
Cc1nn2c(=O)cc(CN(C)c3ccccc3)nc2s1 | -1% | nt | 2% | 0% | 8% | -15% | 2% | -0.8 | 3%
O=C(COC(=O)c1n[nH]c(=O)c2ccccc12)c1ccccc1 | 6%&6% | 5% | 2% | -9% | -5% | -13% | -3% | -0.3 | 11%
CC(=O)NCCc1nc2cc(NC(=O)c3ccccc3Cl)ccc2n1C | -11% | 30% | -3% | -15% | -11% | -4% | 0% | 0.9 | -21%
O=C(NCc1ccc(F)cc1)C1Cc2ccccc2CN1C(=O)c1ccco1 (centres undefined) | -7% | 1% | -4% | -4% | 3% | -3% | -6% | 0.4 | -10%
COc1ccc(-c2oc3cccnc3c2/C=C/c2ccc(OC)c(OC)c2)cc1 | ? | -3% | -7% | 10% | -19% | 69%[activator] | 0% | 0.1 | 1%
O=C(CCN1CCN(c2ccccc2)CC1)NNC(=O)Cc1ccc(Br)cc1 | 1% | 21% | nt | 6% | 1% | nt | -1% | 0.1 | nt
O=C(Nc1nc2cc3c(cc2s1)OCCO3)C1CCCCC1 | ? | -5% | nt | -9% | 7% | nt | 10% | 3.3 | nt
